From PubChem BioAssay
KB-V1 MDR tox = kills drug-selected multidrug resistant KB-V1 cells | KB-V1 MDR cells viability, CellTiter-Glo, 72 h | 400,000 tested, 3.4% active | Potency, µM (top dose mostly 46.1 µM), for the others: top-dose activity change, negative = cytotoxicity, most hits filed as cytotoxic; further: nearly all actives have a fitted effect of over 60% in size
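Compound-treated KB-V1 multidrug-resistant cells, 72 h, 37 degrees C; viability by CellTiter-Glo. Fitted qHTS curves give the values.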
ATXN2 expr inh = ATXN2 expression inhibition; HEK-293 ATXN2-luciferase reporter, luminescence, 24 h; Potency, µM (series often up to 57 µM), for the others: at the highest dose activity change, negative = inhibition, hits mostly inhibitors; 360,000 tested, 0.72% active; further: nearly all actives have a fitted effect of over 55% in size
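qHTS (up to 57 uM final) was run with 24 h compound exposure of reporter cells at 37 °C. Each well was multiplexed: SteadyGlo luminescence measured ATXN2-luciferase expression after a fluorogenic Gly-Phe-AFC viability readout (25 uM final).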
KB-3-1 tox = kills parental KB-3-1 adenocarcinoma cells | KB-3-1 viability, CellTiter-Glo ATP luminescence, 72 h | Potency, µM (titrated, usually from 46.1 µM), for the others: top-dose activity change, negative = cytotoxic, hits mostly cytotoxic | 400,000 tested, 1.4% active | AID 1347075; further: nearly all actives have a fitted effect of over 60% in size
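72 h, 37 °C compound treatment of KB-3-1 parental cells; CellTiter-Glo added, 10 min, luminescence read. Data corrected against DMSO-only plates and normalized before curve fitting.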
* hit, by the source's call; ? = inconclusive; [ ] = remark or other dose. The call rests on the fitted dose curve; in most records, active means well fitted curve in the direction sought with a large enough effect; inconclusive means small, poorly fitted or top-dose-only effect, or another doubt; inactive means no such curve, though single readings can be large; an effect the other way counts as inactive or inconclusive. On the % scale 0 is the no-effect control and ±100 the full control effect; potency means the concentration at half of the fitted maximal effect. Not all compounds are listed, so the mix of outcomes need not match the whole.

SMILES	KB-V1 MDR tox	ATXN2 expr inh	KB-3-1 tox
CCOc1ccc(NC(=O)Cn2c(C)ccc(C#N)c2=O)cc1	6%	-1%	-15%
CCOc1ccc(NC(=O)c2cc(C)nc3c2c(C)nn3-c2cccc(F)c2)cc1	2%	0%	8%
Cc1cc(C)nc(NS(=O)(=O)c2ccc(NC(=O)COc3ccc(Cl)cc3C)cc2)n1	8%	0%	-2%
O=C(CCn1cnc2ccccc2c1=O)NCc1ccccc1	18%	9%	12%
CCOCCCNC(=O)c1[nH]c2cc(C)ccc2c1Sc1ccc(Cl)cc1	2%	8%	3%
Cc1ccc(NC(=O)CSc2nnc(COc3ccc(Cl)cc3)o2)c(C)c1	2%	-8%	-4%
Cc1ccc(C)c(N2CCN(C3(c4ccccc4)C(=O)c4ccccc4C3=O)CC2)c1	?	7%	-11%
Cc1ccc(C(=O)NC2(C(F)(F)F)N=C(c3ccccc3)N(Cc3ccccc3)C2=O)cc1 (stereo not given)	-17%	-8%	-5%
CCOc1cc(CNC(=O)c2cc(-c3ccc(Cl)s3)nc3ccccc23)ccc1OC	12%	16%	-5%
Cc1noc(C)c1S(=O)(=O)N(CC(=O)Nc1ccc(F)cc1F)c1ccc(C(C)C)cc1	-45%	?	?
CC(=O)N1CCCc2cc(S(=O)(=O)N(C)CC(=O)Nc3ccc(F)cc3Cl)ccc21	?	-26%	?
COc1cccc(NC(=O)NCc2ccc3c(c2)CCN3C(=O)c2ccccc2)c1	?	-32%	-8%
N#C/C(=C/c1ccccc1Cl)c1nc2ccccc2c(=O)[nH]1	8%	?	7%
Cc1ccc2nc(-c3c[nH]c4ccccc34)c(Nc3ccccc3C)n2c1	?	23%	4%
CCN(Cc1ccccc1)c1ncnc2c1cnn2-c1ccc(F)cc1	?	65%[activator]	-3%
CCOC(=O)c1ccc(N2C(=O)Cc3cc(OCC)c(OCC)cc3C2c2ccccc2)cc1 (stereo not given)	-18%	-21%	?
CCN1CCN(c2ncnc3c2cnn3-c2ccc(C)cc2)CC1	12%	16%	-1%
Cc1ccc2c(=O)c(C(=O)c3ccc(F)cc3)cn(CC(=O)NCCc3ccccc3)c2n1	-6%	-2%	4%
CCc1ccccc1NC(=O)C1(C)Cc2ccccc2C(=O)O1 (stereo not given)	15%	7%	0%
COc1ccc(CCNC(=O)c2ccc3c(c2)nc(C)n3-c2ccc(Br)cc2)cc1OC	-9%	-25%	-25%
CC1CCN(S(=O)(=O)c2cc(C(=O)NCc3ccc(F)cc3)n(C)c2)CC1	8%	-6%	-3%
COc1ccccc1CNC(=O)Cn1ncc2c3ccccc3n(Cc3ccccc3C)c2c1=O	5%	4%	-6%
COc1ccc2c(c1)CC(C(=O)N1CCC(C(N)=O)CC1)CO2 (stereo not given)	-3%	11%	5%
O=C(Nc1cccc(-c2nc3ccccc3o2)c1)C(F)(F)F	-4%	4%	0%
COc1cc2[nH]c(=O)n(CCCCCC(=O)N3CCN(c4cccc(C(F)(F)F)c4)CC3)c(=O)c2cc1OC	?	-32%	-6%

Taken from the results shown for reference:
SMILES	KB-V1 MDR tox	ATXN2 expr inh	KB-3-1 tox
CCOc1ccc(NC(=O)Cn2c(C)ccc(C#N)c2=O)cc1	6%	-1%	-15%
CCOc1ccc(NC(=O)c2cc(C)nc3c2c(C)nn3-c2cccc(F)c2)cc1	2%	0%	8%
Cc1cc(C)nc(NS(=O)(=O)c2ccc(NC(=O)COc3ccc(Cl)cc3C)cc2)n1	8%	0%	-2%

Following part:
SMILES	KB-V1 MDR tox	ATXN2 expr inh	KB-3-1 tox
CCn1cc(C(=O)N2CCN(c3ccc(OC)cc3)CC2)c(=O)c2cc(S(=O)(=O)N(C)C3CCCCC3)ccc21	0%	11%	5%
Cc1c(Cl)cccc1NC(=O)Cn1c(=O)n(Cc2ccco2)c(=O)c2sc3ccccc3c21	5%	0%	-16%
COc1ccc(CNC(=O)CSc2nnc(C)c3c(C)n(-c4ccccc4)nc23)c(OC)c1	-3%	-20%	3%
CCCCNC(=O)CSc1nc2ccccc2nc1Cc1ccc(Cl)cc1	-7%	1%	2%
CCOC(=O)c1ccccc1NC(=O)N(Cc1ccco1)C1CCN(C(C)=O)CC1	?	?	?
CCOc1ccc(NC(=O)Cn2c(=O)c(CNc3ccc(CC)cc3)cc3cc4c(cc32)OCO4)cc1	-21%	5%	-4%
CCOc1ccc(CN2CCc3nc(N4CCN(c5ccccn5)CC4)ncc3C2)cc1OC	?	?	?
COc1ccc(OC)c(NC(=O)N2CCC(N3CCN(Cc4ccc(F)cc4)C(=O)C3=O)CC2)c1	10%	-1%	0%
Cc1ccc2c(Sc3ccc(Cl)cc3)c(C(=O)N3CCCCC3)[nH]c2c1	-21%	?	?
CCCCNC(=O)CCn1c(=O)c2ccccc2n(Cc2cccc(Cl)c2)c1=O	-4%	13%	1%
CCc1ccc(NC(=O)CC2C(=O)N(c3ccc(C)cc3)C(=O)N2C2CCCC2)cc1 (stereo not given)	-4%	-5%	-16%
COCCCNC(=O)CSc1nc(-c2ccccc2)[nH]c1-c1ccc(C)cc1	-14%	4%	-7%
O=C(Nc1ccc(F)cc1F)c1cc(-c2ccc(Cl)cc2)on1	10%	10%	1%
COc1ccc(-c2noc(CSc3nnc(-c4ccncc4)n3-c3ccc(C)cc3)n2)cc1	-7%	?	-9%
COc1ccc(C2C=C(c3ccccc3)Nc3nc(NS(=O)(=O)c4ccccc4)nn32)cc1 (stereo not given)	0%	13%	17%
CCOC(=O)N[C@H](Cc1c[nH]c2ccccc12)C(=O)Nc1cccc(Cl)c1	-7%	3%	3%
CCOc1ccc(NC(=O)/C(C#N)=C\c2ccc(-c3ccc(Cl)cc3)o2)cc1	8%	-3%	0%
COc1ccccc1NC(=O)C1CCN(c2cnccn2)CC1	2%	-12%	-8%
Cc1cc(C)n(-c2nc3ccccc3nc2Nc2ccc(N(C)C)cc2)n1	0%	-7%	8%
COc1ccc(CCNC(=O)c2c(Nc3ccccc3C)sc(C(=O)c3ccccc3)c2N)cc1OC	-4%	0%	-16%
Cc1cc(Nc2cccc(Cl)c2)nc2ccc(NC(=O)Cc3cccc(C(F)(F)F)c3)cc12	0%	?	-2%
Clc1ccc(-c2noc3ncnc(NC4CCCCC4)c23)cc1	0%	-9%	-19%
COc1cccc(N2CCN(c3ccc4nnc(CCC(=O)O)n4n3)CC2)c1	?	2%	22%
Cc1ccc(S(=O)(=O)Nc2cc3c(C(=O)OCc4ccccc4)c(C)oc3c3ccccc23)cc1	0%	2%	5%
Cc1cccc(C)c1NC(=O)Cn1cc(C(=O)c2ccco2)c2ccccc21	-27%	6%	-11%
SMILES	KB-V1 MDR tox	ATXN2 expr inh	KB-3-1 tox
O=C(Nc1ccc2c(c1)N(C1CCCC1)C(=O)c1ccccc1S2)c1ccccc1	-21%	21%	-20%
COc1ccc(-c2c3c(nc4sc(C(=O)Nc5ccc(F)cc5)c(N)c24)CC(C)(C)CC3=O)cc1	12%	8%	2%
Cc1ccc(C)c(-n2nnc(C(=O)Nc3ccc(Br)cc3)c2C)c1	0%	-2%	?
COc1ccc(CC(=O)NCC(c2cccs2)S(=O)(=O)c2ccc(F)cc2)cc1 (stereo not given)	-8%	16%	-14%
COc1ccccc1CNC(=O)CN1C(=O)CCn2nc(-c3ccccc3)cc21	1%	-9%	4%
Cc1cc(C)cc(C(=O)Nc2cc(C(F)(F)F)ccc2N2CCN(c3ccccc3)CC2)c1	-16%	2%	-3%
COc1ccc(CNC(=O)CCc2c(C)nc3cc(-c4ccc(OC)cc4OC)nn3c2C)cc1	14%	-1%	-15%
COc1cccc(CNC(=O)c2cccc(N3CCCS3(=O)=O)c2)c1	-14%	9%	-6%
Cc1ccc(NC(=O)Cn2c(=O)n(Cc3nc(C)no3)c(=O)c3cc4c(cc32)OCO4)cc1	2%	11%	11%
Cc1c(-c2ccc(Cl)cc2)c(=O)oc2c(CN3CCN(C)CC3)c(O)ccc12	-11%	-6%	-19%
COc1ccc(-c2nc3cc(NC(=O)CSc4ccc(C)cc4)ccc3o2)cc1	6%	15%	-5%
CCOc1ccc(-c2nc(CNC(=O)Nc3ccccc3)c(C)o2)cc1	-11%	21%	0%
CCc1ccc(-c2nc3c(c(SCc4ccccc4)n2)Cc2c(CO)cnc(C)c2O3)cc1	16%	7%	6%
CC(C)Cn1nc(NC(=O)c2cccc(Cl)c2)c2cc3ccccc3nc21	?	-16%	-8%
COc1ccc(S(=O)(=O)Nc2cccc(-c3ccc(N4CCCCCC4)nn3)c2)cc1	-1%	32%[activator]	-3%
COc1ccc(-c2c3c(nc4sc(C(=O)Nc5cccc(OC)c5)c(N)c24)CC(C)(C)CC3=O)cc1	5%	11%	-6%
CCOC(=O)c1c(C)[nH]c(C)c1S(=O)(=O)NCC(=O)N1CCN(c2cc(Cl)ccc2C)CC1	-12%	?	-5%
CCCOc1ccc(C2c3c(oc4ccccc4c3=O)C(=O)N2c2nnc(C(C)C)s2)cc1 (stereo not given)	17%	5%	5%
CC1=C(C(=O)Nc2ccc(C)cc2C)C(c2sccc2C)n2ncnc2N1 (stereo not given)	14%	7%	-5%
Cc1ccc(C(=O)NCc2ccc(N(C)C)cc2)cc1NC(=O)c1nsc2ccccc12	-19%	12%	3%
COc1ccc(-c2noc(COc3ccc(Br)cc3C)n2)cc1OC	-9%	-18%	5%
CCOC(=O)c1c(NC(=O)/C=C/c2ccc(C)cc2)sc2c1CCCC2	0%	5%	3%
Cc1ccc(Cl)cc1N1CCN(C(=O)c2cc3c(-c4ccccc4F)nn(C)c3s2)CC1	0%	10%	-19%
COc1cccc(-n2c(=O)c3c(C)c(C)sc3n(CC(=O)Nc3ccccc3OC)c2=O)c1	-7%	3%	4%
COc1ccc(CNC(=O)C(C)n2ccc3cc(S(=O)(=O)N4CCCC4)ccc32)cc1OC (stereo not given)	8%	-10%	-14%

By substructure, the entries above with a CF3 group
SMILES	KB-V1 MDR tox	ATXN2 expr inh	KB-3-1 tox
Cc1ccc(C(=O)NC2(C(F)(F)F)N=C(c3ccccc3)N(Cc3ccccc3)C2=O)cc1 (stereo not given)	-17%	-8%	-5%
O=C(Nc1cccc(-c2nc3ccccc3o2)c1)C(F)(F)F	-4%	4%	0%
COc1cc2[nH]c(=O)n(CCCCCC(=O)N3CCN(c4cccc(C(F)(F)F)c4)CC3)c(=O)c2cc1OC	?	-32%	-6%
Cc1cc(Nc2cccc(Cl)c2)nc2ccc(NC(=O)Cc3cccc(C(F)(F)F)c3)cc12	0%	?	-2%
Cc1cc(C)cc(C(=O)Nc2cc(C(F)(F)F)ccc2N2CCN(c3ccccc3)CC2)c1	-16%	2%	-3%

(list continues)
SMILES	KB-V1 MDR tox	ATXN2 expr inh	KB-3-1 tox
CCCN(C(=O)c1coc(=O)c2ccccc12)c1ccccc1C	-2%	-15%	-5%
CCOC(=O)c1ccc(N2C(=O)c3n[nH]c(-c4ccco4)c3C2c2ccccc2OC)cc1 (stereo not given)	?	?	-12%
Cc1cc(F)ccc1NC(=O)C1CCCN(S(=O)(=O)c2ccc3c(c2)CCCC(=O)N3)C1 (stereo not given)	3%	-5%	-2%
COC(=O)CSc1ncc2c(n1)-c1ccccc1N(Cc1ccc(Cl)cc1)S2(=O)=O	-5%	4%	1%
COc1ccc(-c2cc(C(=O)NCCc3ccccc3)c3c(-c4ccc(Cl)cc4)[nH]nc3n2)cc1	23µM*	-10%	-15%
Cn1cc(S(=O)(=O)N2CCCCC2)cc1C(=O)Nc1cccc(C#N)c1	0%	-12%	-6%
COc1ccc(Cn2c(CO)cnc2SCc2ccc(C)cc2)cc1	19%	48%[activator]	-6%
COC(=O)c1ccccc1NC(=O)c1ccc(-c2nc(CSc3ccc(C)cc3)c(C)o2)cc1	1%	-3%	0%
CCOC(=O)c1c(C)[nH]c(C)c1S(=O)(=O)N1CCCC(C(=O)NCc2ccc(N(C)C)cc2)C1 (stereo not given)	17%	0%	-6%
O=C(CSC1=Nc2ccccc2N=C(c2ccc(F)cc2)C1)Nc1cc(F)ccc1F	?	6%	-10%
COc1ccc(-c2noc(CN3CCN(c4cccc(Cl)c4)CC3)n2)cc1	0%	-25%	-5%
Cc1ccc(S(=O)(=O)N2CCN(Cc3cc(=O)n4nc(-c5ccccc5Cl)sc4n3)CC2)cc1	14%	5%	-12%
Cc1ccc(C(=O)CSc2nnc(-c3ccccc3)n2-c2ccccc2)cc1	?	22%	1%
CC(=O)c1cccc(NC(=O)Cn2c(=O)oc3cc(S(=O)(=O)NC4CCCC4)ccc32)c1	28%	-2%	3%
COc1ccc(CCNC(=O)c2cc3c(=O)oc4ccc(C)cc4c3s2)cc1OC	-18%	4%	?
Cc1ccc(Cl)cc1NC(=O)c1sc2nc(-c3ccccc3)cn2c1C	-7%	7%	4%
O=C(CN1CCN(S(=O)(=O)c2cc(Cl)ccc2Cl)CC1)Nc1cccc(F)c1	-3%	-3%	0%
